MITF primary = human MITF inhibition, primary screen; AlphaScreen MITF homodimerization, bead proximity signal; inhibition, % at 2.6 µM; 650,000 tested, 0.91% active; in the data active = inhibition above about 50%;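 also: 0% = vehicle wells with protein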
Target sequence (O75030 whole entry, looked up): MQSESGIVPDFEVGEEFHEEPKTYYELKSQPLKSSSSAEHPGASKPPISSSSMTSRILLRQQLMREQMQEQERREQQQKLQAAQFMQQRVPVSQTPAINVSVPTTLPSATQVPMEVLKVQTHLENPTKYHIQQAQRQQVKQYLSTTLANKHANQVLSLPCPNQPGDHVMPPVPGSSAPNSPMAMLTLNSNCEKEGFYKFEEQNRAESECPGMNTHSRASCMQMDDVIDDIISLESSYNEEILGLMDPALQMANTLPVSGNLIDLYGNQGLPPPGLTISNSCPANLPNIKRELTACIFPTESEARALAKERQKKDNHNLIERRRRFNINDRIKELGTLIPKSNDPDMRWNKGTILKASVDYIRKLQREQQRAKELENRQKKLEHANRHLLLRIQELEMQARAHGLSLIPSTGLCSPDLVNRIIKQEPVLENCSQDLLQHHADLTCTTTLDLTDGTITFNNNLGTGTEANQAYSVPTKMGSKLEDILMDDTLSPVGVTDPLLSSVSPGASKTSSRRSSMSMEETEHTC
FBW7 activator = activators of human E3 ligase FBW7 | Q969H0 | AlphaScreen FBW7–phospho-cyclin E peptide binding, activator screen | normalized activity (activation), % at 26.1 µM | 650,000 tested, 0.13% active; in the data active = normalized activity above about 1.9%;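 also: purified mutant Fbw7 with reduced substrate affinity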
GPR151 activ = activators of human GPR151 | Q8TDV0 | PathHunter beta-arrestin GPR151 cells, luminescence | activation, % at 11.2 µM | 650,000 tested, 1% active; in the data active = activation above about 4.9%;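 also: 0% = median of compound wells and 100% = cells with positive control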
Target sequence (Q8TDV0 whole entry, looked up): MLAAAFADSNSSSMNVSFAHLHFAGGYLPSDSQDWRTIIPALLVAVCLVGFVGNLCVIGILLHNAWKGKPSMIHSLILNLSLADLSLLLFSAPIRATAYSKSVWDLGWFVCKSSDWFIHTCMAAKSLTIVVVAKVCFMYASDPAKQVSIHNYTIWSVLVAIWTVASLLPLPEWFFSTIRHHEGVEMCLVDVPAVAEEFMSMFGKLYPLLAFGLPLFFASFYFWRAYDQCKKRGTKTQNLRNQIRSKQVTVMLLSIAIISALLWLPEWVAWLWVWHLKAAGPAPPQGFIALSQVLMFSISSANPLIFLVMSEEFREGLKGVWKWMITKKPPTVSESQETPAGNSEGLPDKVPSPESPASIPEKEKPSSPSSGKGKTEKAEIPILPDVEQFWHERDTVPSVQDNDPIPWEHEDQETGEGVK
TEAD-YAP inh = TEAD-YAP interaction inhibition; HEK-TIYL cells, TEAD-Gal4/YAP UAS-luciferase luminescence; 640,000 tested, 1.4% active; AID 1259422; inhibition, % at 9.12 µM; in the data active = inhibition above about 32%;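 also: 0% = median of test compound wells and 100% = reference inhibitor wells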
Starred values were filed as active, the others as inactive.

Order of values – MITF primary, FBW7 activator, GPR151 activ, TEAD-YAP inh
COc1ccc(N2C(=O)CC(SCCC(=O)Nc3ccc(F)c(Cl)c3)C2=O)cc1 (stereo unspecified)
 : 19.2, 0.3, 0.2, 1.0
O=C(c1ccc(Cl)cc1)N1N=C(c2c(-c3ccccc3)c3cc(Br)ccc3[nH]c2=O)CC1c1ccccc1 (stereo unspecified)
 : 0.1, -0.1, 0.7, 0.8
CC1(C)CC(=O)C2=C(C1)Nc1ccccc1NC2c1ccccc1Cl (stereo unspecified)
 : 8.9, 0.0, 0.2, 1.5
O=C1COc2cc(S(=O)(=O)CCC(=O)Nc3cccc4c3CCCC4)ccc2N1
 : 9.7, -0.1, -1.2, 0.5
COc1ccc(-c2cn3nc(N4CCC(C(=O)N5CCCCCC5)CC4)sc3n2)cc1
 : 3.8, 0.1, 0.3, -13.7
CCc1nn(CC(=O)N2CCC(C(N)=O)CC2)c(=O)c2cc3sc(C)cc3n12
 : 4.4, 0.3, 0.7, -4.4
CCC(C)NC(=O)c1cnc2scc(C)n2c1=O (stereo unspecified)
 : 12.5, 0.1, -0.1, -4.6
Cc1nc(Sc2nnc3ccccn23)c2c(C)c(C)sc2n1
 : 18.9, 0.0, -0.7, -2.1
CS(=O)(=O)C1=NN2C(=N)/C(=C\c3ccc(-c4cccc(C(=O)O)c4)o3)C(=O)N=C2S1
 : 21.6, 0.4, -4.4, -15.3
CC1=C(C(=O)OC2CCCCC2)C(c2ccccn2)C2=C(CC(c3ccccc3)CC2=O)N1 (stereo unspecified)
 : -1.7, -0.1, 0.4, 10.1
Cc1cc(-c2cncnc2C2CCCN(S(C)(=O)=O)C2)on1 (stereo unspecified)
 : 15.2, -0.1, 0.9, -1.5
CCN(CC)c1ccc([N+](=O)[O-])cc1C(=O)N1CCOCC1
 : 8.0, 1.4, 0.1, -1.0
C/C(=N/NC(=O)c1ccncc1)c1ccco1
 : 12.9, 0.1, 3.1, 11.1
CCC(C)NC(=O)c1noc2c1CCCC2 (stereo unspecified)
 : 3.9, -0.1, 0.3, 1.8
CCc1cccc(CC)c1NC(=O)c1cc(S(=O)(=O)NCCc2ccc(Cl)cc2)ccc1F
 : 4.0, 0.1, 1.5, -0.2
COc1cccc(CN2CCc3[nH]c(=S)[nH]c(=O)c3C2)c1
 : 16.0, 0.1, -0.2, -2.6
COC(=O)c1ccc(NC(=O)CN(C)S(=O)(=O)c2ccc(Br)cc2)cc1
 : -2.5, -0.2, 1.1, -2.7
CCOCCCN1C(=O)CN(C2CCCCC2)C(=O)C1c1ccc(OCC)c(OC)c1 (stereo unspecified)
 : 8.5, 0.2, -1.1, 2.6
CCOC(=O)c1ccc(NC(=O)CSc2nc3ccsc3c(=O)n2CCc2ccccc2)cc1
 : 3.0, 0.0, -0.7, -1.9
COc1ccc(N=Cc2c(NCc3ccccc3)nc3c(C)cccn3c2=O)cc1
 : -6.9, 0.0, 0.1, 2.9
Cc1cc2c(c(=O)[nH]1)C(=O)O/C2=C\c1ccco1
 : 61.5*, -1.2, -0.2, 0.2
COc1ccc(/C=C/C(=O)NCCOc2ccc(C)cc2)cc1
 : 2.4, 0.7, -0.6, -0.1
Cc1ccc(Cc2c(C)nc3c(C(=O)NC(C)C)cnn3c2C)cc1
 : -1.2, -0.1, 1.1, 1.4
Cn1c(COc2ccc(Cl)cc2Cl)nnc1SCC(=O)N1CCOCC1
 : 10.9, 0.1, 0.2, 9.0
Cn1cnnc1SCCNC(=O)Cn1c2c(c3ccccc31)CCC2
 : 14.0, -0.1, -1.2, 4.5
CC(C)(C)C(=O)N1CCCC(c2nnc(Cc3ccc(F)cc3)o2)C1 (stereo unspecified)
 : 13.5, 0.4, -1.4, -46.6
COc1cc(C2NC(=S)NC(c3ccccc3)=C2C(C)=O)ccc1O (stereo unspecified)
 : -4.7, 0.1, -0.3, 8.2
O=C1c2ccccc2S(=O)(=O)N1Cc1ccc(Cl)cc1
 : -1.3, 0.0, 1.3, 5.5
O=CNC1c2ccccc2Oc2ccccc21
 : -1.9, -0.1, -1.0, -13.6
Cc1nn(C)c(C)c1-c1nc(NCc2ccccc2)c2ncn(Cc3ccc(C(F)(F)F)cc3)c2n1
 : 8.7, 0.0, 3.4, -2.1
O=C(O)c1cc(N=Cc2ccco2)ccc1O
 : 51.4*, 0.0, 5.0*, -5.8
Cc1ccc(-n2nc3c(c2NC(=O)C(C)Oc2ccccc2)CSC3)cc1 (stereo unspecified)
 : 6.3, -0.1, 0.0, -1.9
N#Cc1ccccc1OCC(=O)N/N=C/c1ccccc1O
 : -22.6, -0.1, -0.5, -12.0
CN(C)c1ccc(-c2cnn3c(NCc4cccs4)ccnc23)cc1
 : 0.5, -0.6, -0.5, -28.6
COc1ccc(C2Nn3c(C)nnc3SC2C(=O)N2CCCC2)cc1Cl (stereo unspecified)
 : 6.2, 0.1, 1.0, 11.1
Cc1ncsc1C(=O)N1CCc2c(nc(N3CCC(C)CC3)[nH]c2=O)C1
 : 17.6, 0.4, -1.2, -2.6
CCOC(=O)c1cc2occc2n1CC(=O)N1CCC(C)CC1
 : 0.3, 0.2, -1.6, 9.6
CCOC(=O)C1CCN(C(=O)c2sc3ncn(CC(=O)Nc4cccc(C(F)(F)F)c4)c(=O)c3c2C)CC1
 : 8.5, -0.2, 1.8, 5.8
CCOC(=O)c1ccc(NC(=S)NCCN2CCC(C)CC2)cc1
 : -3.5, -0.2, -2.1, -2.9
COc1cc(OC)cc(C(=O)NNC(=O)Nc2ccccc2F)c1
 : 1.0, 0.4, 0.5, 2.0
CCOc1ccc(-c2cc(=O)n(CCCC(=O)N3CCN(S(C)(=O)=O)CC3)cn2)cc1
 : 13.4, 0.1, 0.4, -4.9
O=C(CCc1nc2ccccc2[nH]c1=O)OCC(=O)c1ccc(F)cc1
 : 7.0, 0.0, 0.1, -0.1
CC1=C(C(=O)OCCOc2ccccc2)C(c2coc3ccc(C)cc3c2=O)C2=C(CCCC2=O)N1 (stereo unspecified)
 : 5.7, 0.3, 0.4, 4.9
CCOc1ccc(/C=C2\N=C(c3ccccc3)OC2=O)c(OC)c1
 : -3.1, 0.1, 0.3, 7.9
COc1ccc(CCNC(=O)Cn2c(=O)n(Cc3ccc(F)cc3)c(=O)c3ncccc32)cc1OC
 : 19.1, 0.1, -0.1, 3.0
N#Cc1c(-c2ccccc2Cl)c2c([nH]c1=S)CCCC2
 : 2.8, 0.2, 0.3, 3.7
O=C(N/N=C\c1ccc([N+](=O)[O-])c(O)c1)c1ccc(Br)cc1
 : -2.7, 0.0, -0.8, -9.0
CCN(CC)C(=O)N1CCN(C(=O)N2CCOCC2)CC1
 : 9.2, -0.1, -0.3, 7.9
COc1ccccc1N1C(=O)N(C(C)=O)C2C1Nc1ccccc1N2C (stereo unspecified)
 : -0.9, -0.2, -0.3, -5.8
Cc1nc2cccnc2n1C1CCN(CC(=O)N2CCOCC2)CC1
 : 2.5, 0.0, 0.7, 4.5
COc1ccc(C(=O)Nc2nc3c(s2)CC(C)CC3)cc1 (stereo unspecified)
 : 6.9, 0.2, -0.4, -58.1
O=C1c2cccc3cccc(c23)C(=O)N1CN1CCN(c2ccccc2F)CC1
 : 6.7, -0.1, -0.3, -4.9
Cc1c(C(=O)OC(C)C(=O)NC23CC4CC(CC(C4)C2)C3)cccc1[N+](=O)[O-] (stereo unspecified)
 : -11.9, -0.1, -1.0, 0.1
COC(=O)c1ccc(NC(=O)CC(C)S(=O)(=O)c2cc3c(cc2C)NC(=O)CO3)cc1 (stereo unspecified)
 : -14.4, 0.0, -1.6, 3.6
O=C(/C=C/c1ccc(Cl)cc1)NCCc1nc2ccccc2[nH]1
 : -4.7, 0.0, 0.6, -2.0
Cc1cccc(NC(=O)CSc2nc(-c3ccccc3)nc3c2CCCC3)c1
 : 3.8, 0.0, 0.7, -4.0
CCOC(=O)C1=C(C)N=c2s/c(=C\c3ccc(-c4cc(Cl)ccc4C)o3)c(=O)n2C1c1ccc(N(C)C)cc1 (stereo unspecified)
 : 7.7, -0.1, -1.2, -5.0
O=S(=O)(O)c1nc2ccccc2n1Cc1ccc(Cl)cc1
 : -0.4, 0.0, -0.6, -3.0
O=C(Nc1ccccc1)NC1CC2CCC(C1)N2Cc1nnnn1Cc1ccco1 (stereo unspecified)
 : -2.1, -0.1, 2.4, 3.2
CCN(C(=O)Cc1noc2ccccc12)c1cccc(Cl)c1
 : -3.0, 0.1, -1.6, 4.0

Single entries from the list.
For GPR151 activ, `COc1ccc(C(=O)Nc2nc3c(s2)CC(C)CC3)cc1` (stereo unspecified) has the entry -0.4
For TEAD-YAP inh, `O=C(N/N=C\c1ccc([N+](=O)[O-])c(O)c1)c1ccc(Br)cc1` has the entry -9.0
For GPR151 activ, `O=C1c2cccc3cccc(c23)C(=O)N1CN1CCN(c2ccccc2F)CC1` has the entry -0.3
For TEAD-YAP inh, `O=C(Nc1ccccc1)NC1CC2CCC(C1)N2Cc1nnnn1Cc1ccco1` (stereo unspecified) has the entry 3.2
For MITF primary, `CCOC(=O)C1=C(C)N=c2s/c(=C\c3ccc(-c4cc(Cl)ccc4C)o3)c(=O)n2C1c1ccc(N(C)C)cc1` (stereo unspecified) has the entry 7.7

Complete entries, looked up by structure.
Shown for `CCOC(=O)C1=C(C)N=c2s/c(=C\c3ccc(-c4cc(Cl)ccc4C)o3)c(=O)n2C1c1ccc(N(C)C)cc1` (stereo unspecified) : MITF primary = 7.7; FBW7 activator = -0.1; GPR151 activ = -1.2; TEAD-YAP inh = -5.0
Shown for `Cc1c(C(=O)OC(C)C(=O)NC23CC4CC(CC(C4)C2)C3)cccc1[N+](=O)[O-]` (stereo unspecified) : MITF primary = -11.9; FBW7 activator = -0.1; GPR151 activ = -1.0; TEAD-YAP inh = 0.1
Shown for `O=C(N/N=C\c1ccc([N+](=O)[O-])c(O)c1)c1ccc(Br)cc1` : MITF primary = -2.7; FBW7 activator = 0.0; GPR151 activ = -0.8; TEAD-YAP inh = -9.0

Following part.
Order of values – MITF primary, FBW7 activator, GPR151 activ, TEAD-YAP inh
CC(=O)c1ccc(OC(=O)c2ccc(Cl)cc2Cl)cc1
 : -4.6, -0.1, -0.6, 0.0
CCCc1nnc(SCC(=O)Nc2nc3ccc(OC)cc3s2)n1C
 : 0.2, 0.2, -0.7, -25.8
COc1ccc(-c2noc(Nc3cccc(Cl)c3)n2)cc1
 : -2.1, -0.2, -1.0, -64.3
CC1(C)CC(=O)c2c(oc3cc(O)c(O)cc23)C1
 : -70.2, 0.7, 1.3, -36.9
CC1(C)NC(=O)N(CN2CCN(S(=O)(=O)c3cccc(F)c3)CC2)C1=O
 : -2.2, 0.1, 0.1, 8.9
CN1CCC2(CC1)OCc1cc(-c3cncnc3)ccc1O2
 : 16.3, 0.5, 0.6, 8.1
CCC(C)NC1CCCN(c2nc(C)c3ccc(C)cc3n2)CC1 (stereo unspecified)
 : 2.2, -0.1, -0.5, -0.2
C=CCNC(=O)Cc1coc2ccc3ccccc3c12
 : 13.6, -0.1, -1.2, -7.7
Cc1ccc2sc(N(CCN(C)C)C(=O)c3ccc(Cl)cc3)nc2c1C
 : -0.2, -0.3, -1.2, -1.7
O=C(NCc1ccccc1)C1CCC(CNc2c(N3CCCCC3)c(=O)c2=O)CC1 (stereo unspecified)
 : 3.5, 0.0, -1.5, 2.2
CC(NC1CCN(c2ccc(NC(=O)c3cnccn3)cc2)CC1)c1cccs1 (stereo unspecified)
 : -2.2, -0.2, 0.3, -12.8
O=C(/C=C/c1ccccc1)NC(O)C(Cl)(Cl)Cl (stereo unspecified)
 : -11.7, -0.2, 1.9, -9.7
O=C1CCCN1CCn1cnc2c(NCc3cccnc3)nc(Nc3ccc(N4CCOCC4)cc3)nc21
 : 19.9, 0.6, -2.3, -40.0
COc1ccc(-c2nc(C3CCCN(C(C)=O)C3)n3ccc(OC)cc23)cc1 (stereo unspecified)
 : 7.7, -1.0, -1.3, -71.7
COc1ccc(Br)cc1/C=c1/sc2n(c1=O)C(N)=C(C#N)C(c1cc(Br)ccc1OC)C=2C#N (stereo unspecified)
 : 10.4, 0.0, 4.5, 12.3
O=C(Nc1ccc(Br)cc1)C1C2/C=C\CCCCC21 (stereo unspecified)
 : -9.2, -0.1, -0.3, 1.1
COc1ccc(Nc2nc3ccccc3[nH]2)cc1
 : 4.6, 0.0, -0.5, -33.2
N#C/C(=C\c1ccccc1)C(=O)OCC1CCCO1 (stereo unspecified)
 : -6.4, 0.1, 1.3, -0.9
O=C(NCc1nc2ccccc2[nH]1)c1ccc2nc(NC3CCN(Cc4ccccc4)CC3)sc2c1
 : 13.7, -0.1, -2.5, 0.8
Cc1ccnc(-n2c(C)cc(/C=C3/NC(=O)NC3=O)c2C)c1
 : -1.4, -0.1, -0.3, -2.4
CCCCOc1cccc(OCCOCCN2CCN(C)CC2)c1
 : -11.1, 0.0, 0.0, 7.7
COCC(C)n1c(COc2ccccc2F)nnc1SCC(=O)OC(C)(C)C (stereo unspecified)
 : -7.7, 0.2, -1.7, -10.2
CCOc1cc(C2Nc3cc(C)c(C)cc3NC3=C2C(=O)CC(C)(C)C3)ccc1OC(=O)C1CC1 (stereo unspecified)
 : 2.7, 0.0, 2.6, -3.6

Outcome played no part in choosing rows; overall some 3.4% were active at least once.
